14-3-3 PPI = modulators of 14-3-3 gamma protein binding, primary screen, biochemical, fluorescence polarization. 14-3-3 protein gamma (Homo sapiens), P61981. FP, 14-3-3gamma / TMR-pS259-Raf peptide binding. inhibition, % at 40 µM. 160,000 compounds, 0.19% hits; in the data active = inhibition above about 30%;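 also: 0% = protein plus tracer without compound and 100% = blank with tracer alone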
Target sequence (P61981 whole entry, looked up): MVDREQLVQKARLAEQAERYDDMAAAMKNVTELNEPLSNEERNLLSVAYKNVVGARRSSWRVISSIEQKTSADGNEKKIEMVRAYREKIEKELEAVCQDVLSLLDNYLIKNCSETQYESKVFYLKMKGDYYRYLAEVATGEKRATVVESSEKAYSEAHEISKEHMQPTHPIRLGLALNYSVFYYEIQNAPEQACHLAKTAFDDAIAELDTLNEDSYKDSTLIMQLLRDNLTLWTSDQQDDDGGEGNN
Starred values were filed as active, the others as inactive; & = joins results of further samples. An excerpt, so the mix of outcomes need not match the whole.

No.	14-3-3 PPI	molecule
1	-14	COC(=O)CSc1nc2cc(C)ccc2cc1C#N
2	-1	Oc1ccc(Cl)c(C(Nc2ccccn2)c2ccc3cccnc3c2O)c1 (stereo not given)
3	-2	O=C(NCc1cccs1)[C@@H]1CSC2c3ccccc3C(=O)N21 (stereo not given in full)
4	-5	COc1ccc2nc(SCc3ccccc3OC)[nH]c2c1
5	-4	CC1CCCC(C)N1C(=O)c1cc(-c2ccc(Cl)c(Cl)c2)on1 (stereo not given)
6	-5	CC1(C)CC(=O)C2=C(C1)Nc1[nH]c(=O)[nH]c(=O)c1C2c1ccccc1 (stereo not given)
7	-5	O=C(O)CCCN1C(=O)c2cccc3c([N+](=O)[O-])ccc(c23)C1=O
8	-4	CCOCCCNC(=O)C(c1ccccc1)N(Cc1ccc2c(c1)OCO2)C(=O)CNC(C)=O (stereo not given)
9	-10	COc1cccc(-c2nn(C)c3sc(C(=O)NC(C)C)cc23)c1
10	-8	CCc1ccccc1NC(=O)c1onc(C)c1Cl
11	4	CCN(CC)C(=O)Cn1ncc2c1-c1ccccc1OC2
12	-19&-37	COc1ccc(Cl)cc1NC(=O)C1CCCN(S(=O)(=O)c2cccc3nonc23)C1 (stereo not given)
13	-11	COc1ccc(C2/C(=C(/O)c3ccc(OC(C)C)cc3)C(=O)C(=O)N2CCCN2CCOCC2)cc1 (stereo not given)
14	-7	Cn1c(=O)c(=O)n(C)c2cc(S(=O)(=O)NCc3cccs3)ccc21
15	-1	CC1=CC(C)(C)NC(=S)N1c1ccccc1Br
16	-13	COc1ccc(NC(=O)c2c(NCc3ccncc3)sc3c2CCC(C)C3)c(OC)c1 (stereo not given)
17	-9	CCN1CCN(Cc2c(C)[nH]c3ccc(C(=O)OC)cc3c2=O)CC1
18	0	CSc1nc(=O)n(-c2ccccc2)c(C)c1C(C)=O
19	-10	c1ccc(Oc2ccc(Nc3ncnc4ccccc34)cc2)cc1
20	-5&0	O=C(c1ccco1)N1CCN(C(=O)c2cc3c(=O)oc4ccccc4c3s2)CC1
21	-11	Cc1cc(C)c2oc(-c3ccc(C)c(N)c3)nc2c1
22	-32	COC(=O)C1=C(C)n2nnnc2NC1c1cc2ccccc2o1 (stereo not given)
23	-7	Cn1c(=O)n(C)c2cc(S(=O)(=O)N3CCCc4ccccc43)ccc21
24	-4	C=CCn1ncc(Cc2cnn(CC=C)c2C)c1C
25	-4	COc1ccc(C2=CC(c3ccc(OC)c(OC)c3OC)n3nnnc3N2)cc1 (stereo not given)
26	1	Cc1cc(C)nc(-n2c(Nc3ccccc3)cc(=O)c3c(C)n(-c4ccccc4)c(=O)nc32)n1
27	-12	Nc1c(C(=O)Nc2ccccc2C(F)(F)F)sc2nc3c(cc12)C(=O)CCC3
28	-8	CCOc1cc([N+](=O)[O-])cc(C=Nc2ccc3ncccc3c2)c1O
29	-10	COC(=O)c1c(NC(=O)COc2ccc(Cl)cc2C)sc2c1C(C(=O)OC)CC2 (stereo not given)
30	2	COc1cc([N+](=O)[O-])ccc1NC(=O)C1CC(=O)NC(=Nc2ccc(C)cc2)S1 (stereo not given)
31	3	COc1ccc(C(=O)NCc2nnc(SC)n2C2CCCCC2)cc1
32	-1	O=C1/C(=N/n2cnnc2)c2ccccc2N1Cc1ccccc1
33	-2	C=CCOC(=O)C1=C(C)N=C2SC(CC)C(=O)N2C1c1ccc(Cl)cc1 (stereo not given)
34	3	COc1ccc(NC(=O)C(C)NS(=O)(=O)c2ccc(NC(C)=O)cc2)cc1Cl (stereo not given)
35	-4	Cc1ccc(-n2c3nc(=O)n(C)c(=O)c-3cc3c(Cl)cccc32)cc1C
36	-6	CN(c1ccccc1)S(=O)(=O)c1ccc(C(=O)Nc2nnc(C3CC3)o2)cc1
37	-4	COc1ccc(CCNCc2ccc(C(=O)O)cc2)cc1OC
38	-2	CCC1=NC(c2ccccc2OC)N(O)C1(C)C (stereo not given)
39	0	COCc1cc(C)nc2sc(C(=O)N3CCCC3)c(N)c12
40	-30	COc1ccc(NS(=O)(=O)c2cc(Br)cc3c2N(C(C)=O)CC3)cc1Cl
41	-20	COc1cc([N+](=O)[O-])cc2c1NC(c1ccc(Cl)cc1)C1CC=CC21 (stereo not given)
42	5	O=C(C(=O)N1CCCc2ccccc21)N1CCCc2ccccc21
43	-16	O=C(CSc1nc(-c2ccccc2)cn1-c1ccc(F)cc1)c1cccs1
44	-7	CC1=NN(c2ccccc2)C(=O)C1C(c1ccc2c(c1)OCO2)C1C(=O)N(c2ccccc2)N=C1C (stereo not given)
45	5	CC1CCN(C(=O)c2scc3c2OCCO3)CC1
46	-2	CSc1nc(N2CCCCC2)c2c(c1C#N)CCCC2
47	1	COCCNC(=O)c1cn(CCOC)c(=O)c2c1c1ccccc1n2C
48	-1	COc1cc(NS(=O)(=O)c2ccc(NC(C)=O)cc2)cc(OC)c1
49	3	COCCCNC(=O)c1cnn2c(C)c(Cc3ccccc3)c(C)nc12
50	-4	CCC(C)NC(=O)C1c2cc(OC)c(OC)cc2C(=O)N(C)C1c1ccc(OC)c(OC)c1 (stereo not given)
51	-1	Cc1ccc(-n2nc3c(c2NC(=O)c2cccc(C)c2)CS(=O)(=O)C3)cc1
52	-10	O=C(O)C1Cc2c([nH]c3ccccc23)C(c2ccc(O)c(O)c2)N1 (stereo not given)
53	4	Cc1ccnc(SCC(=O)N2CCc3ccccc3C2)n1
54	0	CCn1c(=O)n(CC(=O)NCc2ccccc2OC)c(=O)c2ccccc21
55	-19	CC(=O)CN1C(=O)C(=O)c2cc(Br)ccc21
56	3	CCc1ccc2nc(NC(=O)CSCc3c(C)noc3C)sc2c1
57	0	CCN(c1ccccc1)S(=O)(=O)c1ccc2[nH]cc(C(=O)N3CCC(C)CC3)c(=O)c2c1
58	1	O=C(Oc1cccc(N2C(=O)c3ccccc3C2=O)c1)c1cccc(S(=O)(=O)N2CCOCC2)c1
59	-1&-9	Cc1nc2sc(C(c3ccco3)N3CCN(c4ccccc4)CC3)c(O)n2n1 (stereo not given)
60	5	CCOc1ccc(Nc2nc(-c3ccccn3)cs2)cc1

Next compounds follow.
No.	14-3-3 PPI	molecule
61	-8	COc1ccc2c(c1)C(=NO)c1cc(OC)ccc1-2
62	27	CN(C)C(=O)c1ccc2c(c1[N+](=O)[O-])C(=O)c1ccccc1C2=O
63	-9	CCCc1nc2sc3c(NCCC(C)C)ncnc3c2c2c1COC(C)(C)C2
64	-4	COc1ccc(-c2cc(-c3ccccc3)n3ncnc3n2)cc1
65	-2	COc1ccc(NC(=O)CSc2nc3c(c(=O)n2-c2ccc(F)cc2)SCC3)c(OC)c1
66	2	CCOCCOC(=O)C1=C(C)NC(=O)NC1c1ccc([N+](=O)[O-])cc1 (stereo not given)
67	-12	CC(NS(=O)(=O)c1ccc2c(c1)CCC(=O)N2)c1ccccc1 (stereo not given)
68	-3	NCCCC(=O)N1c2ccccc2Sc2ccc(Cl)cc21
69	-8	Cc1cc(C(=O)CSc2nnc(-c3cccc(F)c3)n2N)c(C)n1Cc1ccc2c(c1)OCO2
70	-6	CCCN(CCC)S(=O)(=O)c1ccc2c(c1)CC(C)N2C(=O)CC (stereo not given)
71	-1	CC(=O)c1sc(Nc2nc(C)cc(C)n2)nc1C
72	-5	CCC12CN(S(=O)(=O)c3ccccc3)CC(CC)(CN(S(=O)(=O)c3ccccc3)C1)C2=O
73	-6	CC(C)CCSc1nc2cc3c(cc2c(=O)n1Cc1ccco1)OCO3
74	-3	Cc1ccc2[nH]c(-c3ccccc3)cc(=O)c2c1
75	-5	O=C(c1cccs1)N1CCN=C1SCc1cccc(Cl)c1
76	0	CCCn1c(CCNC(=O)c2ccc(OC)c(OC)c2)nc2ccccc21
77	0	N#Cc1nc(-c2ccc(F)cc2)oc1NCCN1CCOCC1
78	1	COc1ccc(OC)c(-c2nnc(SCC(=O)NC3CCCCC3)o2)c1
79	-3	CCCCOc1ccccc1C(=O)NCC(=O)O
80	-1	Cc1nc(NCCO)c2nnn(Cc3ccccc3F)c2n1
81	5	COc1cccc(C2C(C(=O)OC3CCCCC3)=C(C)NC3=C2C(=O)CC(c2ccccc2)C3)c1OC (stereo not given)
82	-3	O=C(O)c1ccc(S(=O)(=O)Cc2ccccc2)cc1
83	-3	COc1ccc(-c2cnc(-c3ccc(C=Cc4ccccc4)cc3)o2)cc1
84	-2	O=C(Nc1ccc(C(F)(F)F)cc1)C1CCCN1S(=O)(=O)c1cccc2cccnc12 (stereo not given)
85	2	CSc1ccccc1C(=O)NCc1ccc2c(c1)OCO2
86	-2	Cc1ccccc1C(=O)Oc1cc(N)n(S(C)(=O)=O)n1
87	1	COc1cc(C2NC(=O)NC(C)=C2C(=O)OC(C)C)cc(Br)c1O (stereo not given)
88	-16	CCOc1ccc(C2/C(=C(\O)c3ccc(Cl)cc3)C(=O)C(=O)N2c2nc3ccccc3s2)cc1 (stereo not given)
89	-1	CCn1c(=NC(=O)c2ccc(S(=O)(=O)N3CCCC3)cc2)sc2cc(C(=O)OC)ccc21
90	-117	COc1ccccc1N(CCCN1C(=O)c2cccc3cccc(c23)C1=O)C(=O)c1ccccc1Br

2 entries from above, as labelled records:
#76 CCCn1c(CCNC(=O)c2ccc(OC)c(OC)c2)nc2ccccc21
  14-3-3 PPI: 0

#79 CCCCOc1ccccc1C(=O)NCC(=O)O
  14-3-3 PPI: -3

The listing continues.
No.	14-3-3 PPI	molecule
91	-3	CCC(C)NC(=O)CCC(=O)Nc1ccc2nc(N3CCOCC3)cc(C)c2c1 (stereo not given)
92	-9	COc1ccc(CCn2c(=O)[nH]c3cc(C(=O)NCc4ccccc4Cl)ccc3c2=O)cc1OC
93	-88	CCCOc1ccc(C(=O)Nc2ccc(-c3nc4cc(CC)ccc4o3)cc2)cc1
94	1	O=C(CSc1ncccn1)NCCc1ccccc1
95	-6	CC(=O)Nc1c2c(nn1-c1cccc(Cl)c1)CS(=O)(=O)C2
96	-7	Cn1c(NCCc2ccccc2)cc(=O)n(C)c1=O
97	-8	COc1ccccc1C1C(C(=O)Nc2ccc(C)cc2C)=C(C)Nc2nc3ccccc3n21 (stereo not given)
98	-4	CCCc1cc(N2CCCC(C(=O)Nc3ccc(OC)cc3OC)C2)n2ncnc2n1 (stereo not given)
99	-7	Cc1cc(=O)n(-c2ccc3ccccc3n2)[nH]1
100	2	COc1cccc(-c2nnn(CC(=O)O)n2)c1
101	-14	O=C(Nc1ccc2nn(-c3cccc(Cl)c3)nc2c1)c1ccccc1Cl
102	1	Cc1ccc(Cn2c(=O)n(-c3ccccc3C)c(=O)c3ccccc32)cc1
103	-5	CCCCCC(=O)N1c2ccccc2NC2=C(C(=O)CC(c3ccco3)C2)C1c1ccc(OC)c(OC)c1 (stereo not given)
104	-4	COC(=O)c1cc2c(cc1[N+](=O)[O-])OCO2
105	-8	O=[N+]([O-])c1ccc(CSc2nc3ccccc3c3nc(-c4ccccc4)nn23)cc1
106	-4	O=C(NCc1ccc2c(c1)OCO2)c1cc(=O)[nH]c2ccc(Br)cc12
107	-47	CN(C)c1nc(N)nc(CSc2nc3cc(Cl)ccc3o2)n1
108	0	COC(=O)C1=C(NC(=O)c2ccc(C(C)(C)C)cc2)CCS1
109	-1	Cc1ccc(S(=O)(=O)N=Cc2cc(Br)ccc2O)cc1
110	-2	O=C(Oc1cc2oc(=O)c3c(c2cc1Cl)CCC3)c1ccco1
111	-1	CC1(C)Cc2ccccc2-c2nnc(-c3ccccn3)n21
112	-78	CCc1ccccc1NC(=O)CC1Nc2cc(C)c(C)cc2NC1=O (stereo not given)
113	-9	Cc1ccccc1Nc1nnc(-c2ccc(C)c(S(=O)(=O)NCc3ccccn3)c2)c2ccccc12
114	-3	CN1CCN(CC(=O)Nc2c3c(nc4ccccc24)CCCC3)CC1
115	6	O=C(CN1CCN(c2ccc([N+](=O)[O-])c(N3CCOCC3)c2)CC1)N1CCOCC1
116	0	CN(C)CCCNCc1ccc2c(c1)OCO2
117	-164	O=C(Nc1ccc(-c2nc3ccccc3o2)c(O)c1)c1ccccc1
118	-1	COc1ccccc1Nc1ccc(C(=O)NC2CCCCC2)cn1
119	-3	Cc1nc(Nc2ccccc2C)c([N+](=O)[O-])[nH]1
120	-1	Cc1cc(C)c(S(=O)(=O)N2CCN(CCN3C(=O)c4cccc5cccc(c45)C3=O)CC2)c(C)c1
121	2	CCCn1c(CN2CCN(c3cccc(Cl)c3)CC2)nc2c1c(=O)n(C)c(=O)n2C
122	-10	Cn1c(SCC(=O)NCc2cccs2)nnc1-c1ccncc1
123	-17	COc1ccc(C(=O)Nc2nc3ccccc3s2)cc1
124	-11	O=C(CCc1ccccc1)NC1(C(F)(F)F)C(=O)Nc2c1c(=O)[nH]c(=O)n2-c1ccc(Cl)cc1 (stereo not given)
125	0	O=C(c1ccccc1)N1CCN(CC(O)COc2ccc([N+](=O)[O-])cc2)CC1 (stereo not given)

By substructure, those above with an aryl thioether with sulfur outside any ring (16)
No.	14-3-3 PPI	molecule
1	-14	COC(=O)CSc1nc2cc(C)ccc2cc1C#N
4	-5	COc1ccc2nc(SCc3ccccc3OC)[nH]c2c1
18	0	CSc1nc(=O)n(-c2ccccc2)c(C)c1C(C)=O
31	3	COc1ccc(C(=O)NCc2nnc(SC)n2C2CCCCC2)cc1
43	-16	O=C(CSc1nc(-c2ccccc2)cn1-c1ccc(F)cc1)c1cccs1
46	-2	CSc1nc(N2CCCCC2)c2c(c1C#N)CCCC2
53	4	Cc1ccnc(SCC(=O)N2CCc3ccccc3C2)n1
65	-2	COc1ccc(NC(=O)CSc2nc3c(c(=O)n2-c2ccc(F)cc2)SCC3)c(OC)c1
69	-8	Cc1cc(C(=O)CSc2nnc(-c3cccc(F)c3)n2N)c(C)n1Cc1ccc2c(c1)OCO2
73	-6	CC(C)CCSc1nc2cc3c(cc2c(=O)n1Cc1ccco1)OCO3
78	1	COc1ccc(OC)c(-c2nnc(SCC(=O)NC3CCCCC3)o2)c1
85	2	CSc1ccccc1C(=O)NCc1ccc2c(c1)OCO2
94	1	O=C(CSc1ncccn1)NCCc1ccccc1
105	-8	O=[N+]([O-])c1ccc(CSc2nc3ccccc3c3nc(-c4ccccc4)nn23)cc1
107	-47	CN(C)c1nc(N)nc(CSc2nc3cc(Cl)ccc3o2)n1
122	-10	Cn1c(SCC(=O)NCc2cccs2)nnc1-c1ccncc1

Assay outcomes as filed in PubChem BioAssay.
